# Screening data as filed in PubChem BioAssay.
# Giardia kill: kills Giardia lamblia; Giardia lamblia trophozoite viability; activity change, % at 7.66 µM, hits read low; hit rate 0.15% among 340,000; in the data active = activity change below about -80%; inconclusive = between about -30% and that limit;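 note: parasites exposed to compound for two days anaerobically before the ATP read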
#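 Each well holds 100 Giardia trophozoites and compound. After two days (48 hrs) at 37 deg C in anaerobic conditions, ATP is quantified by luminescence.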
# hERG WT inh: KCNH2 (human, wildtype) channel inhibition; U2OS, BacMam KCNH2, thallium flux FluxOr; stronger effect = lower value; AID 720551; activity change, % at 1.84 µM; hit rate 0.37% among 340,000; Q12809;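 active = maximum activity change below -70%; inconclusive = maximum activity change between -70% and -50%; inactive = maximum activity change above -50%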
# Target sequence (Q12809 whole entry, looked up): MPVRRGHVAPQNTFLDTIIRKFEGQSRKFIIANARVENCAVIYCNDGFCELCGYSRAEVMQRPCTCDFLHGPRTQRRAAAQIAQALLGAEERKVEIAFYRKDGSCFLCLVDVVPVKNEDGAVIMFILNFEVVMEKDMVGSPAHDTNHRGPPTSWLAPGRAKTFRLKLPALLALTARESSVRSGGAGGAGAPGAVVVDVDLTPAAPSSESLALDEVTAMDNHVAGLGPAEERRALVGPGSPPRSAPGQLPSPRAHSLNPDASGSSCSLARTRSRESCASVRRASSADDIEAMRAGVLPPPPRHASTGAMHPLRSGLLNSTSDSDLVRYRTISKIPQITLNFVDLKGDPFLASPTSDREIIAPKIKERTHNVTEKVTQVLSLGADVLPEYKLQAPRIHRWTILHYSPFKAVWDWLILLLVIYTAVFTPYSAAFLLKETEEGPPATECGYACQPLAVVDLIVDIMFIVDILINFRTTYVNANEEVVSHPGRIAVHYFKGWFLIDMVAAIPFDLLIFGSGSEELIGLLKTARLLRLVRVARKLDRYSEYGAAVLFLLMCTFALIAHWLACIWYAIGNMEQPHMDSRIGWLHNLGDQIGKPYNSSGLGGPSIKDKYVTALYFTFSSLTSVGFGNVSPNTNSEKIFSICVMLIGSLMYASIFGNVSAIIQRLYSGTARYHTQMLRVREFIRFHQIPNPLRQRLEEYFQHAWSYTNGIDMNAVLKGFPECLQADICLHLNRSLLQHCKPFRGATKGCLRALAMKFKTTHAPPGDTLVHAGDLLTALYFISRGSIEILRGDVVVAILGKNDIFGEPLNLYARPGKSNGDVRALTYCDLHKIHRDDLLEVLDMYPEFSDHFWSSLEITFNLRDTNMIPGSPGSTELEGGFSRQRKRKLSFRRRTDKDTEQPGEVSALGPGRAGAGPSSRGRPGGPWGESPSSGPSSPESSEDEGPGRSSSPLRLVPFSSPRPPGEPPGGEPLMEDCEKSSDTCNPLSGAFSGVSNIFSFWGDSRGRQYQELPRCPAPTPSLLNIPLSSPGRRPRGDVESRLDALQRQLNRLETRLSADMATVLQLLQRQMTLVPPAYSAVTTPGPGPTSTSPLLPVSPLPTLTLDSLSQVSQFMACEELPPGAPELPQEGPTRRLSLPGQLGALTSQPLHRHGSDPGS
#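 U2OS cells transduced with wild-type KCNH2 virus are loaded with FluxOr dye for 45 min, and thallium flux is measured in kinetic reads before and after stimulation buffer. Rate constants are normalized to DMSO controls.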
# KCNH2 3.1 inh: blocks the human KCNH2 3.1 channel isoform | hit rate 0.95% among 340,000 | U2OS KCNH2 3.1, thallium flux FluxOr; stronger effect = lower value | activity change, % (tested at about 1.8 µM);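 active = maximum activity change below -70%; inconclusive = maximum activity change from -70% to -50%; inactive = maximum activity change above -50%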;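 note: thallium influx rate constant from kinetic fluorescence after stimulation buffer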
#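 We transduce U2OS cells with the mutant 3.1 virus, culture them overnight, load FluxOr with Red40 quencher for 45 min, then add stimulation buffer and read kinetically for 2 min to derive a normalized rate constant.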
# * = called active by the depositor; ? = inconclusive; [ ] = another dose, or the depositor's remark. % is set by controls: 0 for no effect and ±100 for the full control effect. The list is partial, so the mix of outcomes need not match the whole.
[1] CC1(c2nnc(Cc3ccccc3)o2)CC(c2c(Cl)cccc2Cl)=NO1 (stereo not drawn)
[2] C=CCN1C(=O)c2ccc(C(=O)NCCc3ccc(F)cc3)cc2C1=O
[3] COC(=O)c1c(NC2=NS(=O)(=O)c3ccccc32)sc2c1CCC(C(C)(C)C)C2 (stereo not drawn)
[4] Cc1nn(-c2ccc(F)cc2)c(Cl)c1/C=C(/CCC(=O)O)c1nc2ccccc2s1
[5] O=S(=O)(Nc1ccc(-c2ccc(NS(=O)(=O)c3ccccc3)cc2)cc1)c1ccccc1
[6] O=C(N1CCCCCC1)N1CCN(S(=O)(=O)c2cccc([N+](=O)[O-])c2)CC1
assay / entry,1,2,3,4,5,6
Giardia kill,-6,22,-20,3,-1,1
hERG WT inh,5,-26,-12,-13,1,3
KCNH2 3.1 inh,-1,10,-3,-6,16,2

[7] CCCCCCCCN1[C@@H](CC(=O)O)c2cc(F)ccc2S1(=O)=O
[8] COC(=O)C1=CO[C@@H](O[C@@H]2OC(CO)[C@@H](O)[C@@H](O)[C@@H]2O)C2C1CC[C@]2(C)O (stereo partly drawn)
[9] COC(=O)c1ccc(NC(=O)C2CC3CCC2C3)cc1 (stereo not drawn)
[10] C=C(CN(C)C)C(=O)c1ccc(OC2OC(COC(C)=O)C(OC(C)=O)C(OC(C)=O)C2OC(C)=O)cc1 (stereo not drawn)
[11] O=C(Nc1ccccc1Cl)c1ccc(C(=O)Nc2ccccc2Cl)cc1
[12] O=C1N=C2N(CCN3CCCCC3)c3ccccc3N2/C1=C\c1ccc([N+](=O)[O-])s1
assay / entry,7,8,9,10,11,12
Giardia kill,-21,-8,0,-18,-11,-19
hERG WT inh,-8,5,7,42,21,-7
KCNH2 3.1 inh,16,4,-2,-24,-16,1

[13] O=[N+]([O-])c1ccc2c(c1)CCN2
[14] COc1ccc(C(=O)Nc2ccc3[nH]ccc3c2)cc1
[15] NC(=O)C1=C[C@@H](c2ccc3c(c2)OCO3)C[C@@H](OCCCCO)O1
[16] O=C(/C=C/c1ccccc1)CCN1CCOCC1
[17] CCOC(=O)C1=NNC(C(=O)OCC)C1c1ccccc1 (stereo not drawn)
[18] c1ccc(Cc2nnc3sc(-c4ccc5c(c4)OCO5)nn23)cc1
assay / entry,13,14,15,16,17,18
Giardia kill,-1,-89*,-6,6,26,-9
hERG WT inh,17,3,-3,2,1,-25
KCNH2 3.1 inh,-2,30,5,9,-6,2

# Shown tab-delimited: 2 of the compounds above.
No.	Structure	Giardia kill	hERG WT inh	KCNH2 3.1 inh
7	CCCCCCCCN1[C@@H](CC(=O)O)c2cc(F)ccc2S1(=O)=O	-21	-8	16
14	COc1ccc(C(=O)Nc2ccc3[nH]ccc3c2)cc1	-89*	3	30

# Following part
[19] COc1ccc(C(=O)N(c2ccccc2)c2nccc3ccccc23)cc1OC
[20] O=C1C(=NO)C(c2ccccc2)Oc2ccccc21 (stereo not drawn)
[21] CN(C)CCN(C(=O)C1=COCCO1)c1nc2ccc(F)cc2s1
[22] COC(=O)c1nn(-c2ccccc2)c(Cl)c1/C=N/OCc1c(Cl)cccc1Cl
[23] CN(C(=O)c1cccc(NC(=O)Cc2cccc(NC(=O)C3CCN(C(=O)CCc4ccccc4)CC3)c2)c1)C1CC1
[24] O=C(CCc1ccccc1)Nc1ccccc1OC(=O)c1ccccc1
assay / entry,19,20,21,22,23,24
Giardia kill,1,18,-18,5,39[activator],-21
hERG WT inh,-7,1,3,2,5,-8
KCNH2 3.1 inh,-5,-13,-14,4,-6,-19

[25] S=C1NC[C@H](Cc2ccccc2)N1CC1CCN(CCCC2CCCC2)CC1
[26] Oc1c(Cl)cc(Oc2cc(Cl)c(O)c(CN3CCOCC3)c2)cc1CN1CCOCC1
[27] O=C1Nc2ccccc2C1=NN1CCCCCC1
[28] COCc1nnc(NS(=O)(=O)c2ccc(OC)cc2)s1
[29] O=C(CN1CCN(Cc2cccc(C(F)(F)F)c2)CC1)NCC(=O)Nc1ccc(F)c(F)c1F
[30] COc1ccc2[nH]cc(CCNC(=O)Cn3cc(C)c(=O)[nH]c3=O)c2c1
assay / entry,25,26,27,28,29,30
Giardia kill,6,-5,10,-23,-5,4
hERG WT inh,-40,2,-6,-26,20,-11
KCNH2 3.1 inh,-88*,9,2,28,-2,-9

# Next part, starting with the last 4 of the part before.
[27] O=C1Nc2ccccc2C1=NN1CCCCCC1
[28] COCc1nnc(NS(=O)(=O)c2ccc(OC)cc2)s1
[29] O=C(CN1CCN(Cc2cccc(C(F)(F)F)c2)CC1)NCC(=O)Nc1ccc(F)c(F)c1F
[30] COc1ccc2[nH]cc(CCNC(=O)Cn3cc(C)c(=O)[nH]c3=O)c2c1
[31] CC1(C)CC(=O)C=C(NCCCN2CCCC2=O)C1
[32] CCOC(=O)[C@@H]1[C@H]2COc3cc(OC)ccc3[C@@H]2N2C(=O)N(c3ccc(Cl)cc3)C(=O)[C@]12C
[33] O=C1NC(=O)C(=Cc2ccco2)S1
[34] Cc1cc(C(=O)Cn2cnc3ccc(Cl)cc3c2=O)c(C)n1C1CC1
[35] CCN(CC)C1Oc2cc3c(cc2C(c2cccc(OC)c2O)C1C)OCO3 (stereo not drawn)
[36] O=S(=O)(c1cc(Cl)cc(Cl)c1)N1CCC2CC1c1cc(Cl)ccc12 (stereo not drawn)
assay / entry,27,28,29,30,31,32,33,34,35,36
Giardia kill,10,-23,-5,4,-5,-4,11,-8,-22,16
hERG WT inh,-6,-26,20,-11,-2,-11,-1,-4,4,-7
KCNH2 3.1 inh,2,28,-2,-9,-12,-12,-1,1,4,-17

# Another view of 2 compounds above.
cpd	mol	Giardia kill	hERG WT inh	KCNH2 3.1 inh
21	CN(C)CCN(C(=O)C1=COCCO1)c1nc2ccc(F)cc2s1	-18	3	-14
22	COC(=O)c1nn(-c2ccccc2)c(Cl)c1/C=N/OCc1c(Cl)cccc1Cl	5	2	4

# Continuation.
[37] O=c1[nH]c2cc3c(cc2cc1CN(CCc1ccccc1)C(=S)NCCCN1CCOCC1)OCCO3
[38] Cc1cc(C)n2nc(C)c(-c3ccccc3)c2n1
[39] C(=C1c2ccccc2-c2ccccc21)c1ccccn1
[40] Cn1c(C(=O)NCCCN2CCN(c3ccc(F)cc3)CC2)cc2c(=O)n(C)c3ccccc3c21
[41] COc1c(S(=O)(=O)N2CCCCC2)ccc2c(S(=O)(=O)N3CCCCC3)cccc12
[42] COC(=O)Cc1c(-c2[nH]c3ccccc3c2CC(=O)OC)[nH]c2ccccc12
assay / entry,37,38,39,40,41,42
Giardia kill,-17,7,31[activator],8,15,1
hERG WT inh,17,3,-1,0,1,-15
KCNH2 3.1 inh,-13,4,-7,0,-7,-29

[43] O=C(CSc1nc2c(c(=O)n1-c1ccc(F)cc1)SCC2)Nc1ccc2c(c1)OCO2
[44] COCCNC(=O)c1ccccc1N(Cc1ccccc1)S(=O)(=O)c1ccccc1
[45] CS(=O)(=O)NNC(=O)Cn1nnc(-c2ccc(OCc3ccccc3Cl)cc2)n1
[46] O=C(O)/C=C(/c1ccccc1)C(F)(F)F
[47] C[C@H](O)[C@@]1(O)CC[C@H]2[C@@H]3CC[C@@H]4C[C@H](O)CC[C@]4(C)[C@H]3CC[C@@]21C
[48] CC(C)c1cccc(C(C)C)c1OCCCCCN1CCOCC1
assay / entry,43,44,45,46,47,48
Giardia kill,20,-12,6,-15,-25,19
hERG WT inh,-15,0,-1,24,-5,3
KCNH2 3.1 inh,13,-11,18,16,3,-25

[49] Cc1[nH]c2ccccc2c1SCCN
[50] O=C1NC(=O)C(CCc2ccccc2)(c2ccccc2)N1 (stereo not drawn)
[51] Cc1cn(CC(=O)N[C@H](CO)Cc2c[nH]c3ccccc23)c(=O)[nH]c1=O
[52] CC(=NNC(=S)N1CCN(c2ccccn2)CC1)c1nccs1
[53] Cn1c(SCC(=O)Nc2ccc(N3CCOCC3)c(Cl)c2)nnc1-c1ccccc1
[54] Cc1ccc(S(=O)(=O)N/N=C/c2ccc(OCC(=O)NC(C)C)cc2)cc1
assay / entry,49,50,51,52,53,54
Giardia kill,14,9,-4,-3,-20,-3
hERG WT inh,-1,-13,1,-22,35,-13
KCNH2 3.1 inh,-2,-14,3,5,8,15

# Complete entries as entered above.
# Cc1cn(CC(=O)N[C@H](CO)Cc2c[nH]c3ccccc23)c(=O)[nH]c1=O is listed with Giardia kill = -4; hERG WT inh = 1; KCNH2 3.1 inh = 3
# O=C1NC(=O)C(CCc2ccccc2)(c2ccccc2)N1 (stereo not drawn) is listed with Giardia kill = 9; hERG WT inh = -13; KCNH2 3.1 inh = -14

# The listing continues.
[55] CC1CC(=O)Nc2ccccc2N1 (stereo not drawn)
[56] O=C(Nc1cccc(Cl)c1)C1CC1c1ccccc1 (stereo not drawn)
[57] Cc1cc(Br)c(Oc2cc(NN3CCCCC3)c([N+](=O)[O-])cc2[N+](=O)[O-])c(Br)c1
[58] Cc1onc(-c2ccccc2Cl)c1C(=O)N(Cc1ccc(N(C)C)cc1)C(C)C
[59] N#CC(c1ccc([N+](=O)[O-])cc1)C(CC(=O)c1ccccc1)c1ccccc1 (stereo not drawn)
[60] O=C1N[C@H](Cc2ccccc2)C(=O)N[C@H]1Cc1cn(S(=O)(=O)c2ccccc2)c2ccccc12
assay / entry,55,56,57,58,59,60
Giardia kill,-8,-5,-3,-6,-2,20
hERG WT inh,2,-8,-12,-4,-2,-12
KCNH2 3.1 inh,1,-4,28,4,?,-4

[61] CN(C(=O)C=Cc1ccco1)c1ccccc1
[62] COc1ccc(CCC(=O)Nc2ccc(N3CCOCC3)c(S(=O)(=O)Nc3ccc(OC)cc3)c2)cc1
[63] S=c1sscc1-c1ccccc1
[64] O=C1c2ccccc2C(=O)N1N(c1ccccc1)c1ccccc1
[65] COc1cc(/C=C/CO)ccc1O[C@@H]1O[C@H](CO)[C@@H](O)[C@H](O)[C@H]1O
[66] Clc1cccc2sc(N3CCOCC3)nc12
assay / entry,61,62,63,64,65,66
Giardia kill,-17,-1,16,-3,13,-16
hERG WT inh,-38,2,-5,4,0,-4
KCNH2 3.1 inh,-9,-23,-10,-40,7,36

[67] CC(C)C[C@@H](CN1CCCC1CN1C(=S)NC[C@@H]1Cc1ccc(O)cc1)N1C[C@H](Cc2ccccc2)N(CCc2ccccc2)C1=S (stereo partly drawn)
[68] CC(=O)Oc1ccc(C2=Cc3ccc(OC(C)=O)cc3OC2C)cc1 (stereo not drawn)
[69] Cc1cc(C(=O)C(C(c2ccccc2)N2CCOCC2)N2CCOCC2)ccc1Cl (stereo not drawn)
[70] CS(=O)(=O)c1ccc2nc(NC(=O)C3CC3)sc2c1
[71] Cn1c(=O)n(Cc2ccccc2)c(=O)c2c1nc1n2CCCN1C1CCCCC1
[72] Cc1ccc(C2=CSC3=NCCN23)cc1
assay / entry,67,68,69,70,71,72
Giardia kill,12,8,-2,-10,-4,0
hERG WT inh,-71*,0,-3,-11,2,-1
KCNH2 3.1 inh,-49,21,9,-1,24,-16

[73] Cc1ccc2c(Cl)c(Cc3ccccc3)c(=S)[nH]c2n1
[74] O=C(Cn1cnc2c(oc3ccccc32)c1=O)NCCc1ccccc1
[75] COc1ccccc1Nc1cc2cc(Br)ccc2c(=O)[nH]1
[76] CC(C)C[C@@H](CN)NC(=O)c1nc[nH]c1C(=O)N[C@@H](Cc1ccccc1)C(=O)CNC[C@H](C)NC(=O)c1nc[nH]c1C(=O)N[C@@H](CC(=O)O)C(=O)O
[77] CCOc1ccccc1N1CC(C(=O)NCCC2=CCCCC2)CC1=O (stereo not drawn)
[78] Nc1ccccc1C(=O)NC(=O)Nc1ccc(Oc2ncc(Br)cn2)c(Cl)c1
assay / entry,73,74,75,76,77,78
Giardia kill,-18,4,4,4,-2,2
hERG WT inh,-39,2,-4,5,0,19
KCNH2 3.1 inh,-9,9,8,3,-18,5

[79] C[C@@H]1CN(S(=O)C(C)(C)C)[C@H](CCO)/C1=C\c1ccccc1 (stereo partly drawn)
[80] N#CC1(CCCN2CCCCC2)c2ccccc2CCc2ccccc21
[81] COc1ccc(N)c(C)c1
[82] Cc1ccccc1C(=O)N1CCC2CC1c1cc(Cl)ccc12 (stereo not drawn)
[83] O=C(Nc1ccc([N+](=O)[O-])cc1NC(=O)c1ccccc1)c1ccccc1
[84] O=C(Nc1ccccc1Cl)NN1CCCCCC1
assay / entry,79,80,81,82,83,84
Giardia kill,-8,4,0,-7,8,6
hERG WT inh,-2,10,9,8,2,3
KCNH2 3.1 inh,-21,-21,0,6,-43,-10
